# NFkB binder – binds human NF-kappa-B p105 on microarray; P19838; Small molecule microarray, anti-His fluorescence binding; calls only; hit rate 1.3% among 17,000;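 active means spot fluorescence over background significantly raised, with a chance value under 7% in all four replicate spots of the compound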;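 further: probe protein is his-tagged human p50 processed subunit at 1 µg/ml; raw spot fluorescence signals with no normalization applied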
# Target sequence (P19838 1-433 limits assumed): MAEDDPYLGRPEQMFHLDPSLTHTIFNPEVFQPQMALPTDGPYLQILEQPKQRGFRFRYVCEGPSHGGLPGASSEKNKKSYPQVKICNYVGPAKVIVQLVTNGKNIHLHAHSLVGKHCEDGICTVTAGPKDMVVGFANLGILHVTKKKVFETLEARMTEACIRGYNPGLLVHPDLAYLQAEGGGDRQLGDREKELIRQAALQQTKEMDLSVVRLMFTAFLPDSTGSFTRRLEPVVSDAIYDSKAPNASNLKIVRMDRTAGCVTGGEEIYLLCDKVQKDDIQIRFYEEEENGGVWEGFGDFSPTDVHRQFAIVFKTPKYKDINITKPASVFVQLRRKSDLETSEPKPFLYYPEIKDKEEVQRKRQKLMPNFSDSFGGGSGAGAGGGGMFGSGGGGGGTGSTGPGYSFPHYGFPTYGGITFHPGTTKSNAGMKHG
# Calls only; i = inactive; + = active, no number. This is a subset; count on the stated rates, not on these rows.
Molecule	NFkB binder
COC(=O)C1=CO[C@@H](O[C@@H]2O[C@H](CO)[C@@H](O)[C@H](O)[C@H]2O)[C@@H]2[C@@](C)(O)[C@@H](OC(=O)/C=C/c3ccc(O)cc3)C[C@]12O	i
C[C@H](CO)N1C[C@H](C)[C@@H](CN(C)Cc2ccccc2)Oc2ccc(NC(=O)C3CCCCC3)cc2CC1=O	i
C[C@@H]1CN([C@H](C)CO)C(=O)c2cc(NC(=O)Cc3ccccc3)ccc2O[C@@H](C)CCCCO[C@H]1CN(C)C(=O)Nc1ccccc1	i
C/C=C1\C(O[C@@H]2O[C@H](CO)[C@@H](O)[C@H](O)[C@H]2O)OC=C(C(=O)OC)C1CC(=O)OC[C@@H]1[C@H](C)[C@@H](OC(=O)CC2C(C(=O)OC)=COC(O[C@@H]3O[C@H](CO)[C@@H](O)[C@H](O)[C@H]3O)/C2=C\C)C[C@H]1C(CO)CO (some centres not stated)	i
Cc1noc(C)c1NC(=O)N(C)C[C@@H]1Oc2ccc(NC(=O)NC(C)C)cc2CC(=O)N([C@H](C)CO)C[C@@H]1C	i
CC(C)NC(=O)N(C)C[C@H]1Oc2ccc(NS(=O)(=O)c3cn(C)cn3)cc2CC(=O)N([C@H](C)CO)C[C@@H]1C	i
C[C@@H]1CCCCO[C@H](CN(C)C(=O)CCCN(C)C)[C@@H](C)CN([C@H](C)CO)C(=O)c2cc(NC(=O)c3ccncc3)ccc2O1	i
Cc1noc(C)c1NC(=O)N(C)C[C@@H]1Oc2ccc(NC(=O)CCCN(C)C)cc2C(=O)N([C@@H](C)CO)C[C@H]1C	i
COc1cc(C(c2ccc(C)o2)c2ccc(C)o2)c(O)c([N+](=O)[O-])c1	i
Cc1c(Cl)cccc1NC(=O)CCN1C(=O)c2ccccc2S1(=O)=O	i
Cc1ccc(S(=O)(=O)N(C)C[C@H]2Oc3c(NC(=O)c4ccc(-c5nccs5)cc4)cccc3C(=O)N([C@@H](C)CO)C[C@@H]2C)cc1	i
Cc1ccc(S(=O)(=O)NC(C)C(=O)O)cc1C (configuration not stated)	i
Cc1noc(C)c1NC(=O)N(C)C[C@@H]1Oc2c(NS(=O)(=O)c3ccccc3)cccc2C(=O)N([C@@H](C)CO)C[C@H]1C	i
Cc1ccc(-c2nc(S(=O)(=O)c3ccc(F)cc3)c(SCC(N)=O)o2)cc1	i
C[C@@H]1CN([C@@H](C)CO)C(=O)c2cccc(NC(=O)C3CC3)c2O[C@H]1CN(C)C(=O)Nc1ccccc1	i
CC(C)NC(=O)N(C)C[C@@H]1OCCCC[C@@H](C)Oc2ccc(N(C)C)cc2C(=O)N([C@H](C)CO)C[C@@H]1C	i
COc1ccc(NC(=O)N(C)C[C@H]2Oc3c(NC(=O)c4ccc(-c5nccs5)cc4)cccc3C(=O)N([C@H](C)CO)C[C@@H]2C)cc1	i
O=c1cc(-c2ccc(O)c(O)c2)oc2c(C3O[C@H](CO)[C@H](O)[C@H](O)[C@H]3O)c(O)cc(O)c12 (some centres not stated)	i
C[C@H](CO)N1C[C@H](C)[C@@H](CN(C)Cc2ccccc2)Oc2ccc(NC(=O)c3ccncc3)cc2C1=O	i
Cn1c(=O)c2c(nc(SCC(=O)O)n2Cc2ccc(F)cc2)n(C)c1=O	i
C[C@H](CO)N1C[C@H](C)[C@H](CN(C)S(=O)(=O)c2ccccc2)Oc2ncc(-c3ccccc3)cc2C1=O	i
C[C@H](CO)N1C[C@H](C)[C@@H](CN(C)S(=O)(=O)c2cccs2)OCCCC[C@H](C)Oc2ccc(NS(=O)(=O)c3cccs3)cc2C1=O	i
C/C=C1\[C@H](O[C@@H]2O[C@H](CO)[C@@H](O)[C@H](O)[C@H]2O)OC=C(C(=O)OC)[C@H]1CC(=O)OC	i
CC1(C)CC[C@]2(C(=O)O[C@@H]3O[C@H](CO)[C@@H](O)[C@H](O)[C@H]3O)CC[C@]3(C)C(=CCC4[C@@]5(C)CC[C@H](O[C@@H]6O[C@H](C(=O)O)[C@@H](O[C@@H]7O[C@H](CO)[C@@H](O)[C@H](O)[C@H]7O)[C@H](O)[C@H]6O)C(C)(C)C5CC[C@]43C)C2C1 (some centres not stated)	i
C[C@@H]1CCCCO[C@@H](CN(C)C(=O)CCC(F)(F)F)[C@@H](C)CN([C@H](C)CO)C(=O)c2cc(NS(C)(=O)=O)ccc2O1	i

# Another view of 4 compounds above:
Molecule: Cc1ccc(S(=O)(=O)NC(C)C(=O)O)cc1C (configuration not stated)
- NFkB binder: i

Molecule: Cc1noc(C)c1NC(=O)N(C)C[C@@H]1Oc2c(NS(=O)(=O)c3ccccc3)cccc2C(=O)N([C@@H](C)CO)C[C@H]1C
- NFkB binder: i

Molecule: Cc1ccc(-c2nc(S(=O)(=O)c3ccc(F)cc3)c(SCC(N)=O)o2)cc1
- NFkB binder: i

Molecule: C[C@@H]1CN([C@@H](C)CO)C(=O)c2cccc(NC(=O)C3CC3)c2O[C@H]1CN(C)C(=O)Nc1ccccc1
- NFkB binder: i

# Carrying on.
Molecule	NFkB binder
COc1ccc(NC(=O)N(C)C[C@@H]2OCCCC[C@@H](C)Oc3ccc(NS(=O)(=O)c4ccc(OC)cc4)cc3C(=O)N([C@@H](C)CO)C[C@H]2C)cc1	i
Cc1ccc(S(=O)(=O)N(C)CC(=O)Nc2ccc(C)c(C)c2)cc1	i
COc1cc2ccc(=O)oc2c(CC=C(C)C)c1OC	i
Cc1cc(C(=O)c2ccccc2)ccc1OC(=O)COc1ccccc1[N+](=O)[O-]	i
COc1ccc2c(c1OC)C(=O)OC2C1c2c(cc3c(c2OC)OCO3)CCN1C (configuration not stated)	i
Cc1noc(C)c1S(=O)(=O)Nc1ccc2c(c1)CC(=O)N([C@H](C)CO)C[C@H](C)[C@@H](CN(C)Cc1ccc(-c3ccccc3)cc1)O2	i
COCCOC(=O)N1C(=O)[C@@]2(c3cc(C#CC4(O)CCCCCC4)ccc31)[C@H](c1ccccc1OCCO)N1[C@H](c3ccccc3)[C@H](c3ccccc3)OC(=O)[C@H]1[C@@H]2C(=O)N1CCc2cc(OC)c(OC)cc2C1	i
CC(CC(C)O[C@@H]1O[C@H](CO)[C@@H](O)[C@H](O)[C@H]1O)OC(=O)/C=C/c1ccc(O)cc1 (some centres not stated)	i
COc1ccc(CCNc2nc(C)cc(C)n2)cc1OC	i
CC(NC(=O)COc1ccc(Cl)cc1Cl)C(=O)O (configuration not stated)	i
Cc1noc(C)c1S(=O)(=O)Nc1ccc2c(c1)C(=O)N([C@@H](C)CO)C[C@@H](C)[C@H](CN(C)C(=O)Nc1ccccc1)OCCCC[C@@H](C)O2	i
O=c1n(-c2ccccc2)c(=O)n2n1CC(COc1ccccc1)=C1[C@@H](CCc3ccccc3)OB(O)C[C@@H]12	i
COc1cc2c(cc1O)C(C1CC1)N(C)CC2 (configuration not stated)	i
COC(=O)c1c(NC(=S)Nc2ccc(CC(=O)O)cc2)sc(C)c1C	i
C[C@@H]1CN([C@@H](C)CO)C(=O)c2cc(NC(=O)c3ccncc3)ccc2O[C@@H](C)CCCCO[C@@H]1CN(C)S(=O)(=O)c1ccc(F)cc1	i
Cc1noc(C)c1S(=O)(=O)Nc1cccc2c1O[C@@H](CN(C)S(=O)(=O)c1cn(C)cn1)[C@@H](C)CN([C@H](C)CO)C2=O	i
O=C(O)c1cc(Oc2ccc([N+](=O)[O-])cc2)cc(Oc2ccc([N+](=O)[O-])cc2)c1	i
C=C1CCC(O)/C(C)=C\CC(C(C)C)C(OC2OC(COC(C)=O)C(O)C(O)C2O)C1 (configuration not stated)	i
Cc1cccc(-n2c(N)cc(=O)nc2SCC(=O)Nc2sc3c(c2C#N)CCCCCC3)c1	i
C[C@@H]1CN([C@@H](C)CO)C(=O)c2cc(NS(=O)(=O)c3cn(C)cn3)ccc2O[C@@H](C)CCCCO[C@@H]1CN(C)C(=O)c1ccccc1	i
C[C@@H]1CCCCO[C@@H](CN(C)S(=O)(=O)c2ccccc2)[C@@H](C)CN([C@H](C)CO)C(=O)c2cc(NC(=O)Nc3ccccc3)ccc2O1	i
C[C@@H]1CN([C@@H](C)CO)C(=O)Cc2cc(NC(=O)Nc3ccc4c(c3)OCO4)ccc2O[C@@H]1CN(C)S(=O)(=O)c1cn(C)cn1	i
O=C(NCc1ccco1)c1nc2ncccn2n1	i
C[C@@H]1CN([C@H](C)CO)C(=O)c2cc(N(C)C)ccc2O[C@@H](C)CCCCO[C@@H]1CN(C)Cc1ccccc1	i
O=C(OCC1OC(Oc2ccc(O)cc2COC(=O)C2(O)C(O)CCC(=O)C2O)C(O)C(O)C1O)c1ccccc1 (configuration not stated)	i
C[C@@H]1CN([C@@H](C)CO)C(=O)c2cccc(NC(=O)c3nc4ccccc4s3)c2O[C@H]1CN(C)S(=O)(=O)c1cccs1	i
[N-]=[N+]=NCc1ccccc1C[C@@]1(C(=O)NCCN2CCOCC2)N=C(c2ccc(OCCCO)cc2)O[C@@H]1c1ccccc1	i
Cc1ccc(N(C(=O)COc2ccccc2[N+](=O)[O-])C2C=CS(=O)(=O)C2)cc1 (configuration not stated)	i
Cc1ccc(Sc2cncc3sc(C(N)=O)cc23)cc1	i
Cc1cccc(-n2c(CCN3C(=O)c4ccccc4C3=O)nc3ccccc3c2=O)n1	i
C[C@@H]1CN([C@H](C)CO)C(=O)c2cc(NC(=O)c3ccccc3)ccc2O[C@@H](C)CCCCO[C@H]1CN(C)C(=O)Nc1cccc2ccccc12	i
CC(C)NC(=O)N(C)C[C@H]1Oc2c(NC(=O)C3CCOCC3)cccc2C(=O)N([C@@H](C)CO)C[C@@H]1C	i
Cc1ccc(S(=O)(=O)N(C)C[C@H]2Oc3ccc(NC(=O)C4CC4)cc3CC(=O)N([C@@H](C)CO)C[C@H]2C)cc1	i
CCc1ccc(NC(=O)CSc2nc(C)cc(C)n2)cc1	i
COc1cc(/C=C/C(=O)OC2C(COC(=O)c3cc(OC)c(OC)c(OC)c3)OC(OC3(CO)OC(CO)C(O)C3O)C(O)C2O)cc(OC)c1OC (configuration not stated)	i
C[C@@H]1CN([C@@H](C)CO)C(=O)Cc2cc(NC(=O)Nc3ccc(F)cc3)ccc2O[C@@H]1CN(C)Cc1ccc(C(=O)O)cc1	i
C[C@@H]1CCCCO[C@@H](CN(C)C)[C@@H](C)CN([C@H](C)CO)C(=O)c2cc(NC(=O)Cc3ccccc3)ccc2O1	i
NCCCN(Cc1ccco1)C1CCCC1	i
COc1ccc(-c2cnc3c(c2)C(=O)N([C@H](C)CO)C[C@H](C)[C@H](CN(C)Cc2ccc(F)cc2)O3)cc1	i
C[C@@H]1CCCCO[C@@H](CN(C)Cc2ccc(C(=O)O)cc2)[C@@H](C)CN([C@H](C)CO)C(=O)c2cc(NC(=O)Nc3ccc(F)cc3)ccc2O1	i
COc1ccc(NS(=O)(=O)c2ccc3oc4ccccc4c3c2)cn1	i
O=C1CSC(c2ccccc2)N1c1ccccc1 (configuration not stated)	i
O=C1O[C@H](c2ccccc2)[C@H](c2ccccc2)N2[C@H]1[C@@H](C(=O)N1CCCCCCC1)[C@]1(C(=O)Nc3ccccc31)[C@H]2c1ccc(O)cc1	+
C=CCOC(=O)[C@@H]1[C@H]2C(=O)O[C@H](c3ccccc3)[C@H](c3ccccc3)N2[C@H](c2ccc(OCCOC(=O)[C@@H]3C[C@@H]4C(=O)N5CCC[C@H]5C(=O)N4[C@@H]3c3ccc(O)cc3)cc2)[C@@]12C(=O)Nc1ccc(I)cc12	i
C[C@@H]1CN([C@H](C)CO)C(=O)c2cc(NC(=O)CCC(F)(F)F)ccc2O[C@@H]1CN(C)C(=O)Nc1ccccc1	i
C[C@@H]1CN([C@H](C)CO)C(=O)c2cc(NC(=O)Cc3cn(C)c4ccccc34)ccc2O[C@H]1CN(C)C(=O)NC1CCCCC1	i
C[C@@H]1CCCCO[C@@H](CN(C)C(=O)CCCN(C)C)[C@@H](C)CN([C@@H](C)CO)C(=O)c2cc(N(C)C)ccc2O1	i
CC(=O)Nc1ccc(C(=O)CSc2ncn[nH]2)cc1	i
COc1cccc(Oc2coc3cc(OCC(N)=O)ccc3c2=O)c1	i
O=C(N1CCCCC1)[C@@]1(Cc2ccccc2)N=C(c2ccc(OCCCO)cc2)O[C@H]1c1ccccc1	i

# No new results follow: an excerpt of the list.
Molecule	NFkB binder
C[C@@H]1CN([C@@H](C)CO)C(=O)c2cccc(NC(=O)c3nc4ccccc4s3)c2O[C@H]1CN(C)S(=O)(=O)c1cccs1	i
[N-]=[N+]=NCc1ccccc1C[C@@]1(C(=O)NCCN2CCOCC2)N=C(c2ccc(OCCCO)cc2)O[C@@H]1c1ccccc1	i

# More entries
Molecule	NFkB binder
Cc1ccc(S(=O)(=O)N(C)C[C@H]2Oc3ccc(NS(=O)(=O)c4cccs4)cc3C(=O)N([C@H](C)CO)C[C@@H]2C)cc1	i
COCCn1c(=O)c2c3c(sc2n(CC(N)=O)c1=O)CCCC3	i
CNC[C@H]1Oc2ccc(NC(=O)Nc3ccc4c(c3)OCO4)cc2CC(=O)N([C@@H](C)CO)C[C@@H]1C	i
C#CCNC(=O)C1=C[C@@H](c2ccccc2)C[C@@H](OCc2ccc(CO)cc2)O1	i
C[C@@H]1CCCCO[C@@H](CN(C)C(=O)CCCN(C)C)[C@H](C)CN([C@@H](C)CO)C(=O)c2cc(NC(=O)CCCN(C)C)ccc2O1	i
Cc1noc(C)c1NC(=O)Nc1ccc2c(c1)C(=O)N([C@@H](C)CO)C[C@@H](C)[C@H](CN(C)C(=O)NC(C)C)OCCCC[C@@H](C)O2	i
CC(C)NC(=O)N(C)C[C@H]1Oc2ccc(NC(=O)Nc3ccc(F)cc3)cc2CC(=O)N([C@H](C)CO)C[C@H]1C	i
Cc1noc(C)c1NC(=O)N(C)C[C@H]1Oc2ccc(NC(=O)CCCN(C)C)cc2C(=O)N([C@H](C)CO)C[C@H]1C	i
